# Assay outcomes as filed in PubChem.
# Rtt109 HAT inh: inhibitors of C. albicans Rtt109/Vps75 HAT, primary screen, biochemical, ThioGlo CoA-SH fluorescence, plate reader. purified Rtt109/Vps75, 4 h. actives 0.16% (n = 330,000). Histone acetyltransferase RTT109 (Candida albicans (strain SC5314 / ATCC MYA-2876)), …. inhibition, % at 34.9 µM. AID 540336, 2011;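 active = inhibition of at least 50% in every replicate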
# Target sequence (Q5AAJ8 whole entry, looked up): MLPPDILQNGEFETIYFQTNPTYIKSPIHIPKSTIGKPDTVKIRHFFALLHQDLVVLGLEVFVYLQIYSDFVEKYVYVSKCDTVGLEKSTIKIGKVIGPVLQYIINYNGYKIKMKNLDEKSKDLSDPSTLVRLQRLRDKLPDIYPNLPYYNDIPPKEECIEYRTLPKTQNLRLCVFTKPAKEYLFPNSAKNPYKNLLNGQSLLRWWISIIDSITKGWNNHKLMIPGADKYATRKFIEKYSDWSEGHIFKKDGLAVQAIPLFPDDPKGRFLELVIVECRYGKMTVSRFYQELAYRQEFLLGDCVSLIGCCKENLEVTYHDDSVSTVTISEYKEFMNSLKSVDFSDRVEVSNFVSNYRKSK
# SR-BI uptake up: activators of SR-BI mediated DiI-HDL uptake, primary screen, ldlA[mSR-BI] CHO cells, DiI fluorescence | actives 0.096% (n = 320,000) | activation, % at 12.5 µM | 3 h; 100 = double the neutral-control signal;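 active = mean replicate activation of at least 60% and every replicate at or above 60%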;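 note: 0% = median plate neutral-control signal and 100% = twice that signal; values of inactives mirror those of a sister screen read the other way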
#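 Assay system: CHO ldlA[mSR-BI] cells, LDL receptor-null, SR-BI overexpressing; medium: Ham's F12 with 0.5% BSA, HEPES 25 mM, pH 7.4; also added: DiI-HDL 10 µg/mL; timing: 3 h uptake period with compound, 37 °C; signal: DiI fluorescence, bottom read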
# MITF TRPM1 HTS: activators of MITF-driven TRPM1 promoter reporter, primary screen, cell-based, SK-MEL-5, luciferase, single point; activation, % at 12.5 µM; SK-MEL-5 TRPM1-promoter luciferase, 24 h; % of positive control, neutral wells = 0; actives 0.75% (n = 300,000); AID 588334, 2011;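 active = mean activation of at least 80% with every replicate also reaching 80%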;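 note: 0% = neutral control wells and 100% = parthenolide positive control wells; values of inactives mirror those of a sister screen read the other way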
# CDK5 p35 inh: inhibitors of human CDK5/p35 kinase, primary screen, biochemical, single concentration; Cyclin-dependent kinase 5 (Homo sapiens) + Cyclin-dependent kinase 5 activator 1 (Homo …; Recombinant CDK5/p35, ADP-Glo luminescence, 60 min; inhibition, % at 10 µM; actives 0.01% (n = 330,000); AID 488839, 2010;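 active = highest replicate inhibition of at least 50% and at least 75% of replicates reaching 50%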;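 note: plate controls were DMSO neutral control for no effect and GW8510 at 10 µM for full effect; many of its hits are not listed in these tables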
# SR-BI HDL uptake: inhibitors of SR-BI mediated HDL lipid uptake, primary screen, ldlA[mSR-BI] cells, fluorescence, single point | inhibition, % at 12.5 µM | actives 0.96% (n = 320,000) | AID 488896, 2010 | ldlA[mSR-BI] CHO cells, DiI-HDL uptake fluorescence, 3 h | Scavenger receptor class B member 1 (Mus musculus), Q61009;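 active = mean replicate inhibition of at least 70% and a set share of replicates each scoring 70 or more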;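 note: 0% = median of neutral control wells and 100% = median of positive control wells; values of inactives mirror those of a sister screen read the other way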
# cardiac RTF act: cardiac RTF calcium sensitivity activators, primary screen, biochemical, IANBD-TnC fluorescence, EC20 calcium; AID 493008, 2010; IANBD-labeled TnC RTF fluorescence at EC20 calcium; 0% EC20 calcium, 100% full calcium; actives 0.24% (n = 340,000); activation, % at 7.2 µM;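 active = activation above the mean over all tested compounds plus 3 SD, cut at about 30% in these data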;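 note: rise in fluorescence read as greater calcium sensitivity of cardiac thin filaments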
# PvdQ inh: P. aeruginosa PvdQ acylase inhibitors, primary screen, biochemical, fluorescence, plate reader and imaging, single point | inhibition, % at 10 µM | purified PvdQ acylase | actives 0.063% (n = 340,000) | PvdQ acylase [Pseudomonas aeruginosa LESB58]; in the data active = inhibition above about 30%, passing the limit was not always enough;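 note: 0% = vehicle neutral wells and 100% = reference inhibitor wells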
# Wnt bcat act: Wnt/beta-catenin pathway activators, primary screen, cell-based, plate reader, single point; Wnt/beta-catenin reporter cell assay, activator; activation, % at 9.35 µM; actives 1.2% (n = 300,000); AID 743398, 2014; in the data active = activation above about 30%, passing the limit was not always enough;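 note: 0% = neutral control wells and 100% = positive control wells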
# dFosB act: activators of delta FosB homodimer, primary screen, biochemical, fluorescence polarization, TAMRA-CDK5 oligo, single point; actives 0.99% (n = 340,000); AID 493131, 2011; activation, % at 25 µM; purified delta FosB; percent of positive-control signal above neutral wells;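 active = mean activation above about 17%, with every replicate also reaching it, limit read from the data, passing the limit was not always enough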;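 note: fluorescence polarization rise as delta FosB binds a TAMRA Cdk5 AP-1 oligo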
# Target sequence (P13346 whole entry, looked up): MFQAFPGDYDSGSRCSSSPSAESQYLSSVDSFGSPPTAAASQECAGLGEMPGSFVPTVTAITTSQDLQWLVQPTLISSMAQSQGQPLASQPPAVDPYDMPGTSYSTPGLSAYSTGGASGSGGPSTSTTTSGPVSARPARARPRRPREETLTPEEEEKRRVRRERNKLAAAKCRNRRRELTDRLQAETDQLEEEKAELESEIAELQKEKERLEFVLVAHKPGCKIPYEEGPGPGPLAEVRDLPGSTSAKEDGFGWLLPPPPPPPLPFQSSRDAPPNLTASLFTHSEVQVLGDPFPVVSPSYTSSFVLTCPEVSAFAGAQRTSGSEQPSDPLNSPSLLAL
# HTR5A ag ctr: HTR5A agonists in luminescence cell assay, primary screen, counter-screen for OPRM1-OPRD1 heterodimer agonist project, full-deck HTS. 5-hydroxytryptamine receptor 5A (Homo sapiens), P47898. cell-based. activation, % at 9.3 µM. actives 0.61% (n = 340,000). AID 504692, 2011; in the data active = activation mostly above about 9.5%, no sharp cut-off; inactive = mostly below about 7.6%;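 note: 0% = cells with vehicle only and 100% = reference agonist; strong numbers were not always called active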
# Target sequence (P47898 whole entry, looked up): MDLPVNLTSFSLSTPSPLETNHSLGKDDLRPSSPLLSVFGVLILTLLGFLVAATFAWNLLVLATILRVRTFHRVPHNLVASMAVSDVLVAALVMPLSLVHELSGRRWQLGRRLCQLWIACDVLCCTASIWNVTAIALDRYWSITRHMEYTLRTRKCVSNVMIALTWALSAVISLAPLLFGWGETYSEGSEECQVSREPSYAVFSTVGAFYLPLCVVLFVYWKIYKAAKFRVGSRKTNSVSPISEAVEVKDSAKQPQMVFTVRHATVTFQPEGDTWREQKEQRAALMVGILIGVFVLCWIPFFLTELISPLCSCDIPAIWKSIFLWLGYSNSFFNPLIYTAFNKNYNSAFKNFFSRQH
# * = called active by the depositor; · = no result given.
SMILES,Rtt109 HAT inh,SR-BI uptake up,MITF TRPM1 HTS,CDK5 p35 inh,SR-BI HDL uptake,cardiac RTF act,PvdQ inh,Wnt bcat act,dFosB act,HTR5A ag ctr
CC1(C)N([O-])C(c2ccccc2)=C[N+](=O)C1(C)C,-1,-13,·,-1.4,13,-2,7,2,-2,3
CC(C)CC(=O)Nc1ccc(N2CCOCC2)cc1,2,14,14,0.9,-14,2,-12,·,1,-5
CCn1cc(C(=O)NCC(OC)OC)c(=O)c2cc(S(=O)(=O)N3CCOCC3)ccc21,2,44,14,·,-44,-3,-9,9,-4,-3
C/C=C(\C)C(=O)Nc1cccc(C2=NOC3(C2)C[C@@H](C(N)=O)N(C(=O)/C(C)=C/C)C3)c1 (some centres not stated),-1,14,8,-0.3,-14,0,-5,-1,-6,5
Cc1ccnc(N2CCC(C(=O)NCc3ccc4c(c3)OCO4)CC2)n1,11,8,0,0.9,-8,0,-13,1,-1,-2
COc1ccccc1N1CCN(CC(=O)N2N=CCC2c2ccccc2)CC1 (configuration not stated),4,-1,8,0.6,1,-8,4,-6,-2,0
Cc1cc(-c2ccc(NS(=O)(=O)c3ccccc3)c(C)c2)ccc1NS(=O)(=O)c1ccccc1,7,-61,-8,-1.7,61,-4,10,-1,-1,-1
CCN1C(=O)c2ccccc2S(=O)(=O)c2ccc(C(=O)NCCCN(CC(C)C)CC(C)C)cc21,0,8,5,0.0,-8,-3,-5,1,-9,-4
COc1ccc(S(=O)(=O)NC(N)=NCCc2ccccc2)cc1,-1,17,3,-1.1,-17,-2,-5,-8,-16,3
COc1ccccc1-n1cnc2c(c1=O)c1nc3ccccc3nc1n2-c1ccc(C)cc1,-7,1,-4,-0.7,-1,-3,-17,0,-3,2
Cc1nc(NC(=O)/C=C/c2ccco2)sc1C,2,-8,36,1.9,8,2,18,13,1,-1
Cc1ccc(C2=C(c3ccc([N+](=O)[O-])cc3)C(=O)OC2)cc1C,49,-36,-10,0.0,36,6,6,-2,-2,-5
C/C(Cc1ccccc1)=N\NC(=O)CNC(=O)c1cccc(Cl)c1,2,11,-3,1.1,-11,-8,10,33*,0,11
Cc1ccc(-n2nnnc2SCn2nnc3ccccc3c2=O)c(C)c1,8,27,-8,0.0,-27,6,6,·,2,4
COc1ccc(NS(=O)(=O)c2cccc(C(=O)N/N=C/c3ccccc3OC)c2)cc1,2,-82,-13,-0.4,82*,-20,0,-1,6,7
O=C(Cn1nnc2ccccc21)NC1CCCCC1,-1,12,14,-1.8,-12,-2,-22,-4,-3,-3
O=C1COc2ccc(C(=O)NC3CC3)cc2N1,0,-27,-5,-0.6,27,-7,1,-1,5,10
COc1ccc(C(CNC(=O)COc2ccc(C)c(C)c2)N2CCCCC2)cc1 (configuration not stated),12,-10,11,0.6,10,-2,-13,-1,-16,-1
CCOC(=O)N1CCN(Cc2nc3ccc([N+](=O)[O-])cc3c(=O)n2-c2ccccc2F)CC1,28,-10,-8,0.6,10,10,8,-1,-2,0
Cc1ccccc1-n1nc2c(c1NC(=O)c1c(-c3ccccc3Cl)noc1C)CSC2,1,-13,7,0.6,13,-6,1,-5,-16,3
CC(C(=O)N(C)c1ccccc1)N1CCN(C(=O)c2ccccc2)CC1 (configuration not stated),-11,·,-1,0.4,·,-3,-14,1,-9,-4
Cc1sc2nc3c(SC(C)C(=O)O)cc(C(=O)c4ccccc4O)cn3c(=O)c2c1C (configuration not stated),-26,11,-13,-0.9,-11,-4,-11,·,-2,-2
CC(C)Cn1c(/C=N/Nc2nc3ccccc3[nH]2)nc2ccccc21,-10,-7,-53,-0.9,7,-1,2,16,-8,-9
CC(=O)Nc1ccc(/C(N=Nc2ccccc2)=N/N=C(N)N)cc1,-2,-50,4,0.4,50,0,-16,11,-1,0
O=C1/C(=C/c2ccc(F)cc2)SC(=S)N1CC(=O)N1CCCCC1c1cccnc1 (configuration not stated),53*,-24,-12,-1.5,24,-4,2,4,-12,-2
CCOC(=O)Nc1ccc2c(c1)nc1n2CCN(CCOC)C1,3,9,7,-0.2,-9,-4,-1,1,-4,·
Cc1ccc(S(=O)(=O)NC(CC(C)C)C(=O)NCCCn2nc(C)cc2C)cc1 (configuration not stated),18,-2,-5,0.4,2,-3,1,-2,-5,4
CCOc1ccc(S(=O)(=O)N(C)c2ccc(OCC(=O)NCc3cccnc3)cc2)cc1,3,-11,2,-1.4,11,-5,-10,-1,-10,-1
Cc1cc2oc(C(=O)Nc3nonc3C)c(C)c2cc1Cl,-1,21,54,2.4,-21,-1,-8,26,46*,-4
CCN(CC)S(=O)(=O)c1ccc2nc(COC(=O)c3n[nH]c4ccccc34)[nH]c2c1,7,-17,·,-1.4,17,1,1,-13,0,8
CC(NC(=O)c1ccc(Br)cc1Br)c1ccccc1 (configuration not stated),-8,27,6,-0.1,-27,·,-18,-1,-1,·
O=S(=O)(N1CCCCC1)N1CCCN(S(=O)(=O)N2CCCCC2)CC1,-2,9,1,-0.6,-9,-1,3,-1,-3,2
CC(=CC(=O)c1ccccc1)c1ccccc1,8,9,64,3.9,-9,-3,3,10,-1,-1
O=C(COc1ccc(-c2ccccc2)cc1)N1CCN(C(=O)c2cccnc2)CC1,-5,-67,-8,-0.1,67,-3,-15,·,-4,2
Cc1ccc2cc(C#N)c(SCC(=O)N3CCCC3)nc2c1,11,·,67,-0.7,·,-3,9,33*,-14,-1
O=C(CCc1c[nH]c2ccccc12)N1CCN(S(=O)(=O)c2ccc(F)cc2)CC1,-6,-13,0,-0.3,13,-5,-11,0,-6,3
COc1ccc(CSc2nnnn2-c2ccc(C(=O)O)cc2)cc1,-8,-24,-4,0.8,24,-17,-4,1,-7,8
C=CCNC(=O)Nc1cc(Cl)ccc1OC,4,-9,4,1.2,9,3,-11,-3,-1,-3
O=C(NCCC1CCCCN1S(=O)(=O)c1ccc(Cl)cc1)C(=O)NCCN1CCOCC1 (configuration not stated),-5,6,-9,-5.1,-6,10,-25,-1,2,-5
Cc1ccc2c(c1)N(CC(=O)N1CCCCCC1)C(=O)C(C)O2 (configuration not stated),-15,15,-5,-0.4,-15,-7,2,-3,0,0

# Taken from above.
# Entry for CC(C)Cn1c(/C=N/Nc2nc3ccccc3[nH]2)nc2ccccc21 in PvdQ inh: 2
# Entry for CCN(CC)S(=O)(=O)c1ccc2nc(COC(=O)c3n[nH]c4ccccc34)[nH]c2c1 in cardiac RTF act: 1
# Entry for CCOc1ccc(S(=O)(=O)N(C)c2ccc(OCC(=O)NCc3cccnc3)cc2)cc1 in cardiac RTF act: -5
# Entry for Cc1cc2oc(C(=O)Nc3nonc3C)c(C)c2cc1Cl in PvdQ inh: -8

# Structures above that contain a COOH group, in the order listed:
SMILES,Rtt109 HAT inh,SR-BI uptake up,MITF TRPM1 HTS,CDK5 p35 inh,SR-BI HDL uptake,cardiac RTF act,PvdQ inh,Wnt bcat act,dFosB act,HTR5A ag ctr
Cc1sc2nc3c(SC(C)C(=O)O)cc(C(=O)c4ccccc4O)cn3c(=O)c2c1C (configuration not stated),-26,11,-13,-0.9,-11,-4,-11,·,-2,-2
COc1ccc(CSc2nnnn2-c2ccc(C(=O)O)cc2)cc1,-8,-24,-4,0.8,24,-17,-4,1,-7,8

# Later entries.
SMILES,Rtt109 HAT inh,SR-BI uptake up,MITF TRPM1 HTS,CDK5 p35 inh,SR-BI HDL uptake,cardiac RTF act,PvdQ inh,Wnt bcat act,dFosB act,HTR5A ag ctr
O=C(NC1CC1)C1CCCN1S(=O)(=O)c1ccc2ccccc2c1 (configuration not stated),-3,-2,·,1.2,2,6,-14,-5,-7,2
C/C(=N\NC(=O)CN1CCN(S(=O)(=O)c2ccc(C)cc2)CC1)c1cccnc1,2,27,-6,-0.8,-27,2,1,·,10,-1
O=C(NCc1cccc(C(F)(F)F)c1)c1cc(Cl)cc(Cl)c1,-6,-9,0,-1.4,9,-3,-12,-4,-1,8
COc1ccc(S(=O)(=O)N2CCCCC2)cc1NC(=O)c1ccc2c(c1)OCO2,-4,-28,9,-1.1,28,6,3,·,3,0
Cc1cccc(C(=O)NCCC(=O)Nc2nc(C)c(Cc3ccc4c(c3)OCO4)s2)c1,14,29,10,1.0,-29,-1,4,0,1,2
O=C(COc1ccccc1F)NNC(=O)Cc1ccc(S(=O)(=O)N2CCOCC2)s1,-2,13,2,-2.7,-13,6,-16,-1,3,-6
Cc1cccc(N2CCN(C(=O)CCn3c(=S)[nH]c4cc5c(cc4c3=O)OCO5)CC2C)c1 (configuration not stated),-12,-31,·,1.9,31,1,-12,·,-4,2
CC(=O)Nc1ccc(C(=O)NC(C)c2ccc(-n3ccnc3)cc2)cc1 (configuration not stated),-10,27,-4,-1.7,-27,1,-11,2,-3,-1
O=C(CSc1nnc(C23CC4CC(CC(C4)C2)C3)o1)Nc1ccc(N2CCOCC2)c(Cl)c1,-6,-4,-7,0.6,4,-1,-17,·,0,-3
COc1cccc(CNC(=O)COC(=O)c2cc([N+](=O)[O-])ccc2N2CCCC2)c1,-2,-46,-8,-0.6,46,-2,-11,-3,0,1
Cc1ccn2c(CNCCn3nc(C)cc3C)c(C(=O)N3CCCCCC3)nc2c1,-2,13,-10,1.2,-13,0,-19,0,-3,1
O=C(O)CCC(=O)N1CCc2cc(S(=O)(=O)NC3CCCc4ccccc43)ccc21 (configuration not stated),2,3,-1,0.3,-3,0,10,-2,2,4
O=C(Nc1cccc(Cl)c1)N1CCc2ccccc2C1,-8,-9,·,2.4,9,-3,11,2,-2,6
CS(=O)(=O)c1cccc(C(=O)Oc2ccccc2)c1,-12,-13,·,-2.1,13,-6,8,·,-3,0
CCN1CCc2c(C#N)c(N3CCCCC3)nc(NCc3ccccc3)c2C1,-3,3,17,0.0,-3,-6,-6,-2,-6,1
CC1CC(Nc2ccccc2)=NC1(C)C (configuration not stated),6,-17,16,2.8,17,-1,-7,2,-5,1
O=C(Nc1ccc(N2CCCCC2)c(S(=O)(=O)Nc2ccccc2Cl)c1)c1cccnc1,-3,17,-12,1.5,-17,-5,1,-4,1,3
COc1ccc(NC(=O)CC2SC(=NCC3CCCO3)NC2=O)cc1 (configuration not stated),0,-21,-3,0.9,21,2,-6,-1,0,-8
Cc1ccc(S(=O)(=O)NC(=NC2CCCCC2)c2ccccc2)cc1,27,·,-1,0.8,·,0,8,0,-10,0
CCCN(CCC)S(=O)(=O)c1ccc(N2CCCC2=O)c([N+](=O)[O-])c1,-3,-44,-2,-3.7,44,-3,-15,-3,2,2
